Screening results deposited in PubChem by several laboratories.
ER stress rescue = rescue of cells from ER stress-induced death, primary screen, 384-well, CSM14.1, thapsigargin, ATP luminescence (AID 1222); CSM14.1 thapsigargin-induced death rescue, ATP luminescence; higher % means a stronger effect; cellular ATP content (survival), % at 20 µM, or EC50 in µM where a hit was titrated; 190,000 tested, under 10 active;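 active means EC50 below 50 µM in the dose-response confirmation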;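 further: death triggered by thapsigargin at about 15 µM added after 2 h compound pretreatment; cell ATP read after overnight thapsigargin exposure of roughly 18 to 22 hours; normalized against plate controls of thapsigargin alone and 5% DMSO vehicle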
M17LAP inhibition = P. falciparum M17LAP inhibitors, primary screen, biochemical, fluorogenic H-Leu-NHMec substrate, 1536-well (AID 1619) | recombinant M17LAP, H-Leu-NHMec fluorogenic kinetic assay; higher % means a stronger effect | inhibition, % at 30 µM; hits with a dose series show IC50 in µM | actives 0.38% (n = 220,000);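 active means compound inhibiting the enzyme by more than half at any dose during confirmatory dose-response retesting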;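 further: plate controls were full reaction with DMSO carrier for no effect and no enzyme background for full effect; strong numbers were not always called active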
XIAP displacement = XIAP antagonists, biochemical, IAP family, fluorescence polarization (AID 1018); displacement, % at 20 µM, or IC50 in µM where a hit was titrated; actives 0.007% (n = 200,000); XIAP BIR domain, fluorescence polarization peptide displacement; higher % means a stronger effect; in the data active means displacement above about 50%; further: a part of the inactive calls stands beside numbers as strong as those of hits
HEK293 NOD2/NF-kB = inhibition of NOD2-driven NF-kB reporter – cell-based, luminescence, uHTS, HEK293 (AID 1566); actives 0.63% (n = 290,000); HEK293 NOD2/NF-kB luciferase reporter, luminescence; higher % means a stronger effect; one-dose inhibition, % at 4 µM; EC50 in µM for titrated hits; further: many of its hits are not listed in these tables
LYP phosphatase = PTPN22 lymphoid phosphatase activity blockers – biochemical, fluorescence intensity, uHTS (AID 1779) | recombinant LYP phosphatase, fluorescence intensity; higher % means a stronger effect | inhibition, % at 11.5 µM; hits with a dose series show IC50 in µM | actives 0.054% (n = 290,000);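 further: plate controls were vehicle with enzyme for no effect and no enzyme for full effect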
M1AAP inhibition = malaria alanyl aminopeptidase activity blockers – biochemical, fluorogenic H-Leu-NHMec substrate, 1536-well (AID 1445); one-dose inhibition, % at 30 µM; IC50 in µM for titrated hits; actives 0.42% (n = 220,000); recombinant M1AAP, H-Leu-NHMec fluorogenic kinetic assay; higher % means a stronger effect;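 active means primary inhibition above the hit cutoff, then over 50% inhibition at one or more dose response concentrations, cut at about 23% in these data, passing the limit was not always enough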;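 further: plate controls were DMSO full reaction for no effect and no enzyme background for full effect; strong numbers were not always called active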
Lipid droplet = hepatic lipid droplet formation modulation; AML12 mouse hepatocytes, oleate lipid droplets, BODIPY imaging; inhibition, % at 6.5 µM; actives 0.4% (n = 240,000); AID 1656;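 active means lipid droplet intensity inhibited by at least 50%, with more than 500 cells counted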
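Assay system: AML12 hepatocytes (mouse); Probe or stimulus: oleic acid at 100 µM to induce lipid droplet formation; Dosing: compound at 6.5 µM only; Schedule: compound with oleate, overnight; Detection: fluorescence imaging, 20x objective, two fields per well; Measure: % inhibition of lipid droplet signal.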
Siah-1 displacement = blockers of Siah-1 interaction with plectin peptide – biochemical, fluorescence polarization, rhodamine-plectin, uHTS, primary screen (AID 1817) | Siah-1 / rhodamine-plectin peptide fluorescence polarization; higher % means a stronger effect | one-dose displacement, % at 20 µM; IC50 in µM for titrated hits | actives 0.02% (n = 290,000);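 active means displacement of at least 50% at 20 µM, with a fluorescence ratio check between 0.3 and a set limit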;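 further: plate controls were Siah plus tracer with DMSO for no effect and tracer alone without Siah for full effect; strong numbers were not always called active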
AID2073 = inhibitors of Mint1-CaV2.2 protein interaction, biochemical, HTRF (AID 2073) | actives 0.19% (n = 290,000) | HTRF protein-protein interaction, Mint1-CaV2.2; higher % means a stronger effect | inhibition, % at 20 µM; hits with a dose series show IC50 in µM; in the data active means inhibition mostly above about 51%, no sharp cut-off; further: some results filed as inactive read as strong as hits
Lipid droplet cells 6.5 µM = second read-out of Lipid droplet, no call of its own (marks repeat the call); cell count; measured here: cell count, cytotoxicity flag;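 cells counted across two imaged fields per well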
The depositor's hits bear a star; · = no result given. Unless noted, no stated cut-off is given here; in the data, active means inhibition above about 50%; inactive means the rest.

smiles	ER stress rescue	M17LAP inhibition	XIAP displacement	HEK293 NOD2/NF-kB	LYP phosphatase	M1AAP inhibition	Lipid droplet	Lipid droplet cells 6.5 µM	Siah-1 displacement	AID2073
Cc1ccc(OCC(=O)N2CCN(C(=O)c3ccncc3)CC2)cc1	-1.0%	10%	-4.7%	-2%	4%	5%	-2	662	-2%	11%
Cc1nnc(NC(=O)c2ccccc2Br)s1	-2.8%	-1%	-4.9%	-22%	-5%	5%	·	·	5%	-3%
Cc1nonc1NC(=O)CSc1nc2cc(Cl)ccc2c2c1CCCC2	-4.6%	13%	-6.8%	-36%	6%	-10%	3	769	-3%	13%
COc1ccc(O)c(C(=O)c2cnc3c(c2)c(C)nn3CCO)c1	·	·	·	4%	-11%	·	9	712	10%	36%
CCCN1CNc2c(c(=O)[nH]c(=S)n2CCc2ccccc2)C1	0.0%	-11%	-1.3%	13%	-5%	1%	12	709	-6%	-20%
CCOC(=O)C(NC(C)=O)C(=O)Nc1ccc(C(C)C)cc1 (stereo unspecified)	1.9%	-2%	-3.5%	6%	-3%	-2%	24	604	0%	4%
COCCNC(=O)c1cn(C)c2ccc(S(=O)(=O)N3CCCC3)cc2c1=O	·	·	·	10%	-7%	·	-18	654	9%	5%
COc1cccc(CN2CC(C(=O)NCc3ccc(C)c(F)c3)CCC2=O)c1 (stereo unspecified)	·	·	·	-12%	-11%	·	-20	819	-5%	12%
Cc1csc(NC(=O)CSc2nc(C(C)C)nc3c2c(=O)n(C)c(=O)n3C)n1	-2.4%	3%	-4.6%	16%	-4%	-2%	-11	746	11%	-16%
O=[N+]([O-])c1cc(C(F)(F)F)cc([N+](=O)[O-])c1N1CCCNCC1	1.5%	1%	-5.4%	27%	-11%	9%	1	396	-8%	3%
COc1cc(NC(=O)COc2ccc(Br)cc2)ccc1NC(=O)C(C)C	0.7%	4%	-6.5%	25%	-5%	11%	-3	673	-2%	-4%
Cc1ccc(S(=O)(=O)NC(C)C(=O)NC(C)c2cccs2)cc1 (stereo unspecified)	·	·	·	0%	-2%	·	1	808	1%	-6%
O=C1CC(Nc2ccc(N3CCOCC3)cc2)C(=O)N1C1CCCCC1 (stereo unspecified)	-0.1%	28%	-6.1%	16%	-4%	11%	-10	685	23%	-31%
COc1ccccc1N1CCN(c2nnc(-c3ccc(F)cc3)c3ccccc23)CC1	-0.3%	6%	-5.2%	25%	0%	-5%	·	·	6%	-4%
Cc1ccccc1NC(=S)/C(=C(\[O-])c1ccc(C)c([N+](=O)[O-])c1)[n+]1ccccc1	-3.0%	3%	-2.1%	5%	-5%	8%	5	616	0%	-11%
CC(C)c1ccc(NC2CCCN(C(=O)CN3CCOC3=O)C2)cc1 (stereo unspecified)	·	·	·	-6%	-10%	·	-8	657	0%	-6%
O=[N+]([O-])c1cccc(-c2nnc(SCc3cccnc3)o2)c1	-0.4%	-2%	-15%	-48%	-7%	-2%	0	722	10%	-8%
Nc1nc(C(=O)N2CCOCC2)nn1S(=O)(=O)c1ccc(Cl)cc1	·	-8%	1.9%	15%	0%	-4%	-3	671	2%	-8%
COc1ccccc1NC(=O)c1cccc(N2C(=O)C3C4C=CC(C4)C3C2=O)c1 (stereo unspecified)	·	·	·	0%	-13%	·	-13	794	-2%	-2%
CCn1c(SCC(=O)OCc2ccccc2)nnc1-c1ccco1	1.4%	5%	-3.0%	7%	2%	-6%	·	·	2%	-14%
CC(NC(=O)CCc1ccc(S(=O)(=O)NC2CCCCC2)cc1)c1ccccc1 (stereo unspecified)	-0.9%	-7%	-0.6%	9%	-5%	14%	1	754	-2%	0%
N=C1C(c2ccccc2)=C(O)CN1c1cccc(O)c1	-2.0%	5%	-5.1%	16%	-4%	1%	12	677	0%	2%
COc1ccc(OC)c(-c2csc(NC(=O)CSc3ccc(Br)cc3)n2)c1	-4.0%	-5%	0.3%	-24%	7%	-1%	-7	505	18%	2%
O=C(NCCO)C(c1ccccc1)c1ccccc1	-0.7%	1%	-4.3%	-5%	-8%	1%	·	·	5%	26%
COc1ccccc1N1CCN(C(=O)CCNS(=O)(=O)c2ccc(Br)s2)CC1	1.4%	2%	-4.5%	20%	0%	1%	·	·	2%	-3%
C=CCn1c(-c2ccccc2)nc(=S)c2c1CCCC2	·	-1%	·	6%	-1%	3%	6	764	11%	13%
CCOc1ccc(-n2c(SCc3ccc([N+](=O)[O-])cc3)nnc2-c2ccc(OC)cc2)cc1	-1.9%	0%	-4.2%	14%	-1%	7%	5	579	-4%	-4%
CNC(=O)N(O)C1N(/N=C/c2ccc(SC)cc2)C(=S)SC1(C)C (stereo unspecified)	·	·	·	-3%	0%	·	-15	403	12%	3%
CC(C)(C)OC(=O)N1CCC(c2c(C(=O)O)cnn2-c2ccc(Cl)cc2)CC1	-1.7%	19%	-16%	11%	-1%	3%	·	·	-6%	5%
CC(=O)c1ccc(Nc2c3c(c(C#N)c4nc5ccccc5n24)CCC3)cc1	-1.6%	-11%	-5.6%	12%	-4%	-2%	33	666	7%	26%
CCCNC(=O)Cn1cnc2sc(C(=O)NCCCN3CCOCC3)c(C)c2c1=O	·	·	·	7%	-6%	·	-8	652	15%	-3%
CC(C)c1cc(C(=O)N2CCCC(CCC(=O)N3CCN(c4ccccn4)CC3)C2)no1 (stereo unspecified)	·	-10%	·	10%	-4%	-2%	1	718	12%	-16%
Cc1cc([N+](=O)[O-])c(N2CCC[C@@H]2C(=O)O)c([N+](=O)[O-])c1	-2.3%	8%	2.7%	17%	-8%	3%	15	670	3%	-10%
CN(C)S(=O)(=O)c1ccc(C(=O)Nc2cc(S(=O)(=O)Nc3ccccc3Cl)ccc2N2CCCCC2)cc1	-2.7%	-13%	-7.4%	10%	2%	8%	-27	609	5%	22%
Cc1cc(/C([O-])=C(/C(=S)Nc2ccc(F)cc2)[n+]2ccccc2)c(C)n1Cc1ccccc1Cl	0.5%	-1%	-5.6%	-5%	-1%	8%	-6	675	-1%	51%
CCCN1CCN(C(=O)c2cc(COc3ccc(F)c(F)c3)on2)CC1	·	·	·	-6%	-13%	·	-13	729	3%	4%
O=C(NCCCN1CCN(c2cccc(Cl)c2)CC1)c1ccc(N2CCCC2=O)cc1	-0.9%	-18%	-14%	5%	-7%	11%	7	771	-3%	0%
COC(=O)c1c(NC(=O)/C=C/c2ccco2)sc2c1CCC2	12%	0%	0.8%	22%	3%	7%	1	683	19%	34%
Cc1ccc2ccccc2c1NC(=O)Cn1nnc(-c2cccnc2)n1	-0.5%	-3%	-3.8%	14%	-6%	0%	-15	743	7%	21%
C/C(CC1CC(C)(C)OC1=O)=N\NC(N)=S (stereo unspecified)	·	-2%	·	1%	-9%	1%	11	716	-1%	-2%
C/C(=N\NC(=O)c1ccncc1)c1cc2ccccc2o1	-0.6%	-2%	-6.3%	2%	7%	9%	9	669	4%	4%
CN(C)c1ccc(C(=O)NCc2ccc3c(c2)OCO3)cc1	·	·	·	2%	-11%	·	·	·	5%	0%
O=c1c2ccccc2nc(SCc2nc3ccccc3s2)n1CCCO	-1.0%	7%	-3.9%	-89%	1%	10%	-18	586	-3%	-12%
COC(=O)c1nn(-c2ccccc2)c(Sc2ccccc2)c1/C=N/O	0.8%	18%	-3.2%	17%	-8%	7%	·	·	2%	2%
O=C(Oc1cccc2c(OC(=O)N3CCCC3)cccc12)N1CCCC1	-2.5%	19%	-9.3%	7%	-8%	0%	-24	737	0%	2%
CN(CCc1ccccn1)C(=O)CCC1CCCN(C(=O)c2cccc(N(C)C)c2)C1 (stereo unspecified)	·	·	·	-2%	-11%	·	7	857	4%	4%
O=C(COc1ccccc1C(=O)NCC1CCCO1)Nc1ccc(Cl)cc1Cl (stereo unspecified)	-0.8%	-1%	-5.2%	-7%	-5%	15%	10	714	4%	-10%
COc1ccc(-n2cc(CN(C)C(C)c3ccncn3)c(-c3cccc(F)c3)n2)cc1 (stereo unspecified)	0.7%	-2%	-8.2%	-1%	-4%	1%	-13	663	0%	-8%
CC(C)(C)Sc1ccc([N+](=O)[O-])cc1C(=O)Nc1ccncc1	·	-5%	·	-19%	-9%	0%	-11	768	10%	-2%
CC(=O)Nc1ccc(C(=O)Nc2cccc(-c3cnc4ccccc4n3)c2)cc1	-0.3%	0%	-7.6%	12%	-4%	-1%	11	726	7%	29%

(cont.)
smiles	ER stress rescue	M17LAP inhibition	XIAP displacement	HEK293 NOD2/NF-kB	LYP phosphatase	M1AAP inhibition	Lipid droplet	Lipid droplet cells 6.5 µM	Siah-1 displacement	AID2073
COc1ccc(-c2csc(/C(C#N)=C\c3ccc(O)c([N+](=O)[O-])c3)n2)cc1OC	·	3%	·	-7%	15%	3%	-1	719	-11%	5%
O=C(CNC(=O)Cc1ccccc1)N=Nc1c(O)[nH]c2ccc(Br)cc12	·	·	·	-6%	-5%	·	14	699	-10%	5%
O=C1CCCCCN1C(=O)c1cccc(C(=O)N2CCCCCC2=O)c1	-0.8%	4%	-5.0%	6%	-8%	-1%	·	·	0%	-4%
Nc1nnc(SCC(=O)NC2CCCC2)s1	·	·	·	15%	-4%	·	-7	744	-1%	-6%
CCc1nc2cccnc2n1-c1ccc(C(=O)O)cc1	·	·	·	-9%	-8%	·	-2	851	13%	-12%
CCCCSC1(SCCCC)N=C(N)C2(C#N)C(c3ccccc3)NC(C)=C(C)C12C#N (stereo unspecified)	-1.3%	-5%	-0.4%	7%	-4%	-5%	·	·	4%	1%
COc1ccc2c(c1)CC/C(=C/c1ccco1)C2=O	-4.9%	22%	-3.3%	-129%	0%	15%	14	717	20%	43%
CN(CC(=O)NCc1ccncc1)S(=O)(=O)c1ccccc1	-2.5%	-1%	-20%	13%	-2%	-8%	3	809	13%	13%

Shown field by field: entries from further up
COc1ccc2c(c1)CC/C(=C/c1ccco1)C2=O
  ER stress rescue: -4.9% | M17LAP inhibition: 22% | XIAP displacement: -3.3% | HEK293 NOD2/NF-kB: -129% | LYP phosphatase: 0% | M1AAP inhibition: 15% | Lipid droplet: 14 | Lipid droplet cells 6.5 µM: 717 | Siah-1 displacement: 20% | AID2073: 43%
CCCCSC1(SCCCC)N=C(N)C2(C#N)C(c3ccccc3)NC(C)=C(C)C12C#N (stereo unspecified)
  ER stress rescue: -1.3% | M17LAP inhibition: -5% | XIAP displacement: -0.4% | HEK293 NOD2/NF-kB: 7% | LYP phosphatase: -4% | M1AAP inhibition: -5% | Lipid droplet: · | Lipid droplet cells 6.5 µM: · | Siah-1 displacement: 4% | AID2073: 1%
CN(CC(=O)NCc1ccncc1)S(=O)(=O)c1ccccc1
  ER stress rescue: -2.5% | M17LAP inhibition: -1% | XIAP displacement: -20% | HEK293 NOD2/NF-kB: 13% | LYP phosphatase: -2% | M1AAP inhibition: -8% | Lipid droplet: 3 | Lipid droplet cells 6.5 µM: 809 | Siah-1 displacement: 13% | AID2073: 13%

Only part of the results is shown (hit frequency here may not be typical).
